SENP8 block-1 – SENP8 protease inhibitors, primary screen, biochemical, luminescence. purified SENP8, Z-RLRGG-aminoluciferin cleavage. inhibition, % at 10 µM. 330,000 tested, 1.2% active. AID 2540, 2010; in the data active means inhibition above about 50%
Target sequence (Q96LD8 whole entry, looked up): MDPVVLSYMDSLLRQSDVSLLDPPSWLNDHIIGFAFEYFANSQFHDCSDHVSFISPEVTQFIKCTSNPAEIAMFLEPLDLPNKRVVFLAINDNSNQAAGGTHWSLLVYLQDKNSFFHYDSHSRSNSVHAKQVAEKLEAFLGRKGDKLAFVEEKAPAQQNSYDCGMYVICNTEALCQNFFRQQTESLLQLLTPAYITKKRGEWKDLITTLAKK
PfGluPho inh – PfG6PD enzyme inhibitors, primary screen, biochemical, fluorescence intensity, uHTS. glucose-6-phosphate dehydrogenase-6-phosphogluconolactonase (Plasmodium falciparum 3D7). inhibition, % at 20 µM. 350,000 tested, 0.78% active. PfGluPho enzyme, NADPH resazurin-diaphorase fluorescence;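 active means inhibition reaching at least a set limit at 20 µM in the primary screen, cut at about 59% in these data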;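 further: 0% = DMSO wells with substrate and 100% = DMSO wells lacking glucose-6-phosphate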
SENP1 inh – human SENP1 catalytic domain inhibitors, primary screen, biochemical, FRET, uHTS. recombinant SENP1 catalytic domain, CyPet-SUMO1-YPet FRET cleavage. inhibition, % at 10 µM. 360,000 tested, 0.21% active. AID 624204, 2012;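 active means inhibition at least 30% at 10 µM, raw YFP signal under a set limit, fluorescence ratio 0.5 to 1.5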;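 further: 0% = enzyme with DMSO and 100% = no enzyme wells; some results filed as inactive read as strong as hits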
Target sequence (Q9P0U3 419-644 limits assumed): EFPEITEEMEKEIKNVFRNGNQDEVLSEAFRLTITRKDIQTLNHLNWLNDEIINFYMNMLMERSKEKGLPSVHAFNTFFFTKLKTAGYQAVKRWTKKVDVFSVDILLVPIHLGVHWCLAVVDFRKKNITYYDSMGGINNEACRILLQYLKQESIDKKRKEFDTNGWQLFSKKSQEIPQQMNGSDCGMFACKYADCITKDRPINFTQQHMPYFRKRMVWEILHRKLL
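Material – human SENP1 catalytic domain · Input – SENP1 enzyme, 20 pM final · Compound dosing – single concentration of 10 µM compound, 0.5% DMSO final · Timing – enzyme reaction for 50 min at room temperature, dark · Measured by – FRET fluorescence in CFP and YFP emission channels · Control set – no-enzyme wells low, DMSO-plus-enzyme wells high control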
SENP7 inh – SENP7 protease inhibitors, primary screen, biochemical, luminescence, uHTS | Sentrin-specific protease 7 (Homo sapiens), Q9BQF6 | recombinant SENP7, Z-RLRGG-aminoluciferin luminescence, 40 min | inhibition, % at 5 µM | 330,000 tested, 1.5% active;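 active means inhibition above about 50% at the single test dose, limit read from the data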;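 further: plate controls were DMSO with enzyme for no effect and no enzyme buffer wells for full effect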
Apaf-1 inh – inhibitors of human Apaf-1 apoptosome, primary screen, biochemical, DEVD-Rh110 fluorescence, uHTS; Apoptotic protease-activating factor 1 (Homo sapiens), O14727; inhibition, % at 20 µM; reconstituted apoptosome caspase-3 activity; 330,000 tested, 0.71% active; active means inhibition of at least 40% at 20 µM;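 further: plate controls were DMSO wells for no effect and DEVD-CHO caspase inhibitor wells for full effect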
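System – cell-free apoptosome with Apaf-1, procaspase-3 and caspase-9 · Buffer or medium – pH 7.5 Hepes buffer with CHAPS, BSA, DTT · Also added – cytochrome c with DEVD-Rh110 · Times – 30 min compound preincubation, 50 min activation, room temperature · Technique – Rh110 fluorescence intensity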
SENP6 inh – SENP6 protease inhibitors, primary screen, biochemical, luminescence, uHTS. Sentrin-specific protease 6 (Homo sapiens), Q9GZR1. Recombinant SENP6 catalytic domain, aminoluciferin luminescence. inhibition, % at 10 µM. 330,000 tested, 1.8% active;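 active means inhibition above about 50% at the single tested dose, limit read from the data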;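 further: plate controls were DMSO wells with enzyme for no effect and DMSO wells lacking enzyme for full effect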
Target sequence (Q9GZR1 628-1112 limits assumed): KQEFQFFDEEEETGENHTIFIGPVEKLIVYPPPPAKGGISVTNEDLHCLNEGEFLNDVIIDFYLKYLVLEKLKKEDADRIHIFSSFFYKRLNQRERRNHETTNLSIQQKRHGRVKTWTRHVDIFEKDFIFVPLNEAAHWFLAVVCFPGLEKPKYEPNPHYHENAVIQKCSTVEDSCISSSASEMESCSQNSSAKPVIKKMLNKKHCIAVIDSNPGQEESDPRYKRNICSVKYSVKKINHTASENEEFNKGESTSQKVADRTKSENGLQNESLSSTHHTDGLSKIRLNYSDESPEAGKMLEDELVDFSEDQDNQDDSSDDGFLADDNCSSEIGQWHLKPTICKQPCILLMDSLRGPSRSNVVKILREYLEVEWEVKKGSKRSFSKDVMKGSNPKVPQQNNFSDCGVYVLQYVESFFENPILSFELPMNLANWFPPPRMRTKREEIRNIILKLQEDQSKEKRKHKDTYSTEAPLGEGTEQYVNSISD
SENP8 block-2 – human SENP8 protease inhibitors, primary screen, biochemical, fluorescence, Nedd8 protein substrate, uHTS. inhibition, % at 20 µM. recombinant SENP8. AID 602440, 2012. 360,000 tested, 0.64% active; in the data active means inhibition mostly above about 40%, no sharp cut-off; inactive means mostly below about 27%
HKDC1 inh – HKDC1 hexokinase inhibitors, primary screen, biochemical, fluorescence, uHTS; AID 493160, 2011; 340,000 tested, 0.16% active; recombinant HKDC1, G6PDH/diaphorase resazurin coupled fluorescence; inhibition, % at 20 µM;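 active means inhibition above about 35% when tested at 20 µM, limit read from the data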;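 further: plate controls were DMSO wells with enzyme for no effect and DMSO wells lacking enzyme for full effect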
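Test system: HK5 enzyme. Quantity: 5 µg/mL HK5 final. Reagent: glucose and ATP substrates. Schedule: 90 min reaction incubation at room temperature, dark. Technique: resazurin-to-resorufin fluorescence via G6PDH and diaphorase coupling, 525/613 nm. Control set: DMSO wells with and without enzyme mix.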
Numbers without * were called inactive; i = inactive; x = no result given. No enrichment for hits. Share with any hit: about 3.6%.

SMILES	SENP8 block-1	PfGluPho inh	SENP1 inh	SENP7 inh	Apaf-1 inh	SENP6 inh	SENP8 block-2	HKDC1 inh
Cc1cc(C)nc(SCc2ccc(C(=O)N/N=C/c3cccnc3)cc2)n1	-11.6	x	0.5	-3.5	12.8	-9.6	14.0	x
O=C(NCCCCNC(=O)c1ccccc1F)c1ccccc1F	11.0	3.6	-1.3	0.9	-4.5	-12.1	7.3	-3.8
Cc1cc(OCC(=O)NCC(O)c2ccccc2)c2c(C)c(C)c(=O)oc2c1 (stereo not drawn)	7.3	5.6	-0.8	1.9	12.7	4.3	-221.0	-4.9
Cc1nnc(NC(=O)c2cc(S(=O)(=O)N(C)C)ccc2N2CCCC2)s1	-2.1	-14.6	-6.4	-0.1	6.4	-4.0	-37.6	-6.0
O=C(/C=C/c1c(Cl)cccc1Cl)NCCCn1ccnc1	-12.0	-12.7	-0.1	-5.9	-3.9	-36.7	10.2	2.4
Cc1cccc(N(CC(=O)N2CCOCC2)S(C)(=O)=O)c1C	2.0	-6.8	0.5	-1.7	-0.5	1.2	22.7	-6.5
CC(OC(=O)c1ccccc1)C(=O)NCCC1=CCCCC1 (stereo not drawn)	-14.7	-16.1	-0.8	-13.8	7.6	-14.3	-8.4	0.7
Cc1[nH]c2ccccc2c1C(=O)C(C)OC(=O)c1ccccc1NCCO (stereo not drawn)	2.3	12.6	0.2	3.2	14.2	6.2	i	1.2
COc1ccc(CNc2ccccc2SC)cc1OC	-0.8	41.6	-0.9	-3.9	-7.2	5.5	-5.0	-3.1
Cc1ccc2[nH]cc(CCNC(=O)c3cccnc3)c2c1	-4.5	48.1	1.7	2.6	-1.1	-2.3	4.7	-10.9
COc1cccc(/C=N/NC(=O)c2cccc(N3CCCC3=O)c2)c1	3.5	-13.1	3.0	21.0	2.3	33.1	10.4	1.4
CN(C)c1cccc2c1c(NS(=O)(=O)c1cn(C)cn1)nn2C	6.3	31.4	1.3	5.4	61.9*	10.8	5.4	7.0
CCC(=O)OCn1nnc2ccccc2c1=O	1.5	10.7	2.0	-0.3	-4.4	-25.6	8.0	-10.1
CCC1CCCCN1C(=O)C1CC(c2cc(Cl)c(OC)cc2OC)=NO1 (stereo not drawn)	-7.1	15.3	1.5	9.6	2.8	-9.1	-0.9	11.9
Cn1c(=O)c(S(=O)(=O)C(C)(C)C)c(O)c2ccccc21	-3.7	14.4	-1.0	10.1	1.7	-8.5	-4.3	-5.3
COC(=O)[C@@H]1CCCN1Cc1nc(Cc2ccccc2F)no1	-0.7	11.8	-0.5	-3.1	-1.7	-15.5	-3.3	-7.0
CSC1=NCCN1C(=O)c1c(-c2c(F)cccc2Cl)noc1C	0.3	-1.1	0.9	-8.1	-1.1	-2.4	17.2	-2.8
COc1cccc(-n2c(SCc3cc(=O)oc4cc(O)c(O)cc34)nc3ccccc3c2=O)c1	x	-33.7	-29.1	x	x	x	-274.7	17.2
CN(C)C=NC(=O)c1ccc(N2CCN(c3ncc(C(F)(F)F)cc3Cl)CC2)cc1	1.8	1.0	0.0	-5.1	8.4	5.2	-475.2	-6.1
COc1ccc(NS(=O)(=O)c2ccc(N/N=C/c3ccc(N4CCOCC4)cc3)c([N+](=O)[O-])c2)cc1	-16.2	13.1	3.0	-5.8	8.1	-8.9	9.2	-8.9
CC(C)C(=O)Nc1ccc(NC(=O)c2cccs2)cn1	-12.4	-9.4	-7.4	-12.6	3.8	-16.1	35.2	6.2
Cc1cccc(N/C(N)=N/c2nc(C)c(Cc3ccccc3)c(=O)[nH]2)c1	0.0	-5.1	2.4	-6.2	4.0	-12.6	-15.5	5.9
COc1ccc(NS(=O)(=O)c2cc(NC(=O)[C@@H](NC(=O)c3ccccc3)C(C)C)ccc2C)cc1	4.3	11.7	-0.8	2.3	-9.6	6.3	16.3	4.0
OCC(O)C1OC(c2ccco2)OC(CO)C1O (stereo not drawn)	x	-5.4	0.1	x	x	x	10.3	-7.2
CCC(C)CCCCNC1=NCCS1 (stereo not drawn)	5.5	-2.8	2.7	-5.6	0.2	12.3	-9.6	-3.9

Single records, from the list above. Order of screens: SENP8 block-1 | PfGluPho inh | SENP1 inh | SENP7 inh | Apaf-1 inh | SENP6 inh | SENP8 block-2 | HKDC1 inh
Entry for Cc1[nH]c2ccccc2c1C(=O)C(C)OC(=O)c1ccccc1NCCO (stereo not drawn) = 2.3 | 12.6 | 0.2 | 3.2 | 14.2 | 6.2 | i | 1.2
Entry for CN(C)C=NC(=O)c1ccc(N2CCN(c3ncc(C(F)(F)F)cc3Cl)CC2)cc1 = 1.8 | 1.0 | 0.0 | -5.1 | 8.4 | 5.2 | -475.2 | -6.1
Entry for COc1ccc(NS(=O)(=O)c2ccc(N/N=C/c3ccc(N4CCOCC4)cc3)c([N+](=O)[O-])c2)cc1 = -16.2 | 13.1 | 3.0 | -5.8 | 8.1 | -8.9 | 9.2 | -8.9

Carrying on.
SMILES	SENP8 block-1	PfGluPho inh	SENP1 inh	SENP7 inh	Apaf-1 inh	SENP6 inh	SENP8 block-2	HKDC1 inh
c1cc(-c2noc(CC3CCCCC3)n2)ccn1	-5.2	-1.3	-1.9	-4.3	14.9	-10.2	27.4	0.4
Cc1c(NC(=O)Nc2cccc(Cl)c2Cl)c(=O)n(-c2ccccc2)n1C	-3.3	0.9	0.7	-13.1	-9.7	-4.8	1.5	-4.4
O=C(C1COc2ccccc2O1)N1CCN(c2ccc(F)cc2)CC1 (stereo not drawn)	0.3	0.2	3.6	9.0	6.1	-8.8	8.6	5.3
c1ccc(-c2csc3ncnc(NCc4ccccn4)c23)cc1	7.9	8.4	-1.6	10.5	-5.2	-8.5	7.9	-3.0
C=CCc1ccc(OCC(O)CN2CCN(Cc3ccccc3)CC2)c(OC)c1 (stereo not drawn)	-1.0	-2.9	0.0	7.0	1.7	10.7	7.2	0.1
N/C(Cn1cncn1)=N\OC(=O)c1ccc(Cl)cc1Cl	1.9	-15.2	1.8	14.6	5.7	0.0	-1.7	-2.1
O=C(COc1ccccc1)Nc1nnc(-c2ccc(F)cc2)o1	3.8	-11.7	-1.6	-9.7	4.7	1.7	-20.7	-3.7
CCOC(=O)C1=C(C(F)(F)F)Nc2ncnn2C1c1ccc(OC)cc1OC (stereo not drawn)	-0.3	-10.8	-2.7	-5.8	2.3	-10.8	-10.5	-7.3
Fc1ccccc1NC(=S)Nn1cnnc1	6.5	52.4	1.6	0.6	5.3	-11.6	1.8	-5.0
CCOc1ccc(NC(=O)c2ccccc2OCC(=O)c2ccccc2)cc1	-3.0	6.2	0.0	4.5	9.8	-15.9	19.8	0.5
COC(=O)[C@]12C(=O)NC[C@H](CN1c1ccc(C(F)(F)F)cc1)N2C	3.6	4.5	1.1	1.7	1.9	8.1	4.8	-2.8
CCOC(=O)Nc1ccc2c(c1)N(C(=O)CCN(C)C)c1ccccc1CC2	-0.5	-7.5	3.2	1.0	3.2	-14.2	8.8	-3.1
CCCC(=O)NCn1nnc(-c2ccc(Cl)cc2)n1	x	8.1	-0.7	x	x	x	7.3	-4.8
Cc1cccc(N(CC(O)CN(C)C)S(=O)(=O)c2ccccc2)c1 (stereo not drawn)	1.5	-10.3	0.7	-2.3	5.4	-4.2	19.1	-0.7
O=C(Oc1ccc(Br)cc1C(=S)N1CCOCC1)c1ccccc1	0.7	-39.8	1.3	-2.5	9.9	-21.5	6.6	-5.4
COC(=O)C1=C(C)N(C)C(C)=C(C(=O)OC)C1c1ccccc1C	-2.6	-1.5	1.8	13.3	3.9	-23.9	-12.7	2.0
CCN(C(=O)CSc1nnc(-c2ccccc2Cl)n1C1CCCC1)C1CCS(=O)(=O)C1 (stereo not drawn)	-1.1	0.3	-0.6	8.1	-4.0	8.5	16.7	-1.4
CCc1n[n+](CC(=O)c2ccccc2)c(N)s1	x	23.8	-0.9	x	x	x	14.9	-1.0
COc1ccccc1OC(=O)c1ccc(SC)cc1OC	-8.5	2.1	1.7	-2.1	13.5	-10.6	13.1	1.3
O=C(NCCCN1CCN(Cc2ccccc2)CC1)C1CCN(S(=O)(=O)N2CCCC2)CC1	-3.5	-5.2	2.4	0.9	-5.8	-7.7	11.5	-8.3
CCCNS(=O)(=O)c1cccc(C(=O)NC2CCCc3ccccc32)c1 (stereo not drawn)	4.0	-1.8	0.7	3.3	10.8	2.2	8.6	3.7
COc1ccc(OC)c(NC(=S)NCC(c2cccnc2)N2CCOCC2)c1 (stereo not drawn)	-1.3	-20.4	-1.5	2.7	-11.8	-2.6	16.7	-0.5
O=C(Cc1ccc(Br)c2ccccc12)N/N=C/c1ccccn1	-4.2	23.1	-0.7	-5.0	10.1	-6.9	7.0	-4.3
CCCn1nnc(NC(=O)c2sc3ccccc3c2Cl)n1	-1.2	-32.4	-2.3	1.2	-6.6	-3.8	11.1	-1.4
COc1ccc(-c2nn(-c3ccccc3)cc2/C=N/N2C(=O)CSC2=S)cc1	-0.1	3.4	3.0	-3.4	-6.9	-4.1	-8.3	-29.0

Limited to PfGluPho inh, SENP8 block-2 and SENP7 inh, for some of the entries so far:
smiles,PfGluPho inh,SENP8 block-2,SENP7 inh
Cc1cccc(N/C(N)=N/c2nc(C)c(Cc3ccccc3)c(=O)[nH]2)c1,-5.1,-15.5,-6.2
COc1ccc(-c2nn(-c3ccccc3)cc2/C=N/N2C(=O)CSC2=S)cc1,3.4,-8.3,-3.4

Going on with the list.
SMILES	SENP8 block-1	PfGluPho inh	SENP1 inh	SENP7 inh	Apaf-1 inh	SENP6 inh	SENP8 block-2	HKDC1 inh
CCOC(=O)C(Cc1nc(OCc2ccccc2)cc(OCc2ccccc2)n1)=NO	x	24.7	3.0	x	x	x	9.4	-2.7
Cc1ccc(S(=O)(=O)N2CCN(C(=O)c3ccc4ccccc4n3)CC2)c(C)c1	0.7	0.8	-8.0	12.5	-5.2	-14.5	-133.4	0.0
CSc1nnc2c(n1)OC(c1ccccn1)N(C(C)=O)c1ccccc1-2 (stereo not drawn)	5.0	-17.9	2.7	-0.3	-14.7	-2.6	-32.8	9.8
CN(CC(=O)Nc1ccc(Cl)c(C(F)(F)F)c1)C(=O)C1CC(=O)N(C2CCCC2)C1 (stereo not drawn)	2.5	-3.7	-0.4	6.1	3.7	-12.9	-1.2	0.8
CCc1ccc(N(CC(=O)NC(C)(C)C)C(=O)CCC(=O)Nc2ccccn2)cc1	4.5	-9.6	0.5	4.2	-2.0	13.2	11.2	-2.8
Cc1c(NC(=O)c2ccc(N3CCCC3)c([N+](=O)[O-])c2)cccc1-c1nc2ccccc2s1	11.8	2.9	3.2	24.6	4.9	6.5	22.2	-8.0
COc1ccc(CNC(=O)c2ccc3c(c2)N(C)CCS3)cc1	-1.6	36.5	-3.1	-4.6	9.5	-10.0	-398.4	-5.4
C=CCOc1ccc(C=Nc2ccc(C)c(Cl)c2)c(O)c1	-14.7	-1.8	-3.1	-7.0	1.6	-10.2	-10.6	-2.8
CC(=O)C[C@H]1c2cc(C(F)(F)F)ccc2S(=O)(=O)N1c1ccccc1	-10.4	-14.2	-5.2	6.5	5.3	10.1	8.3	4.2
Nc1nonc1/C(=N/O)N1CCN(CCO)CC1	1.6	-8.7	0.3	2.6	-1.9	-7.3	31.0	-5.0

Screening results as filed in PubChem.
